MBD2 inh – MBD2-methylated oligo binding inhibition. inhibition, % at 4.4 µM. TR-FRET, MBD2 binding to methylated oligonucleotide. AID 686964. 370,000 compounds, 0.31% hits. Q9UBB5; in the data active means inhibition above about 13%
rCAG binder – molecules binding r(CAG) RNA repeats. 370,000 compounds, 1.3% hits. inhibition, % at 3 µM. r(CAG) RNA repeat, TO-PRO-1 dye displacement fluorescence;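 active means inhibition above the plate cutoff, the mean of all test compounds on that plate plus 3 SD, cut at about 35% in these data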;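 further: 0% = DMSO alone and 100% = 100 µM mitoxantrone as full dye displacement; higher means more dye released from RNA so lower well fluorescence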
NPR2 activator – GC-B (human) receptor activation | P20594 | HEK293-GC-B cells, CNP EC30, cGMP TR-FRET; 0% at EC30 CNP, 100% saturating CNP | activation, % at 10 µM | 370,000 compounds, 0.11% hits;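 active means activation at 10 µM reaching about 35% in either raw or pattern-adjusted values, limit read from the data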
SIAE inh – inhibitors of human sialic acid acetylesterase SIAE. Q9HAT2. SIAE FP-Rh probe binding, fluorescence polarization. inhibition, % at 9.66 µM. 370,000 compounds, 0.69% hits;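 active means inhibition above a cutoff: mean of compounds within the control limits plus 3 SD of those, cut at about 17% in these data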;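 further: 0% = plate median of compound wells and 100% = probe without SIAE protein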
TCR CD3 inh – inhibitors of human TCR-CD3 interaction; TAMRA-labeled TCR probe fluorescence, biochemical; inhibition, % at 9.4 µM; 360,000 compounds, 0.37% hits; in the data active means inhibition above about 19%;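 further: recombinant mutant TCR 2C K166C tagged with TAMRA read by polarization; 0% = receptor in buffer alone and 100% = receptor with positive control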
TDP2 inh – blocks human TDP2 phosphodiesterase activity; O95551; recombinant TDP2, T5PNP hydrolysis, p-nitrophenol absorbance 415 nm; inhibition, % at 12.8 µM; 370,000 compounds, 0.34% hits; AID 720702;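 active means inhibition above the mean of all tested compounds plus 3 SD, set per campaign, cut at about 25% in these data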;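 further: 0% = DMSO with enzyme and 100% = buffer with substrate but no TDP2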
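System: recombinant human TDP2 / Amount: 120 nM TDP2 per well / Also added: 5 mM T5PNP chromogenic substrate / Doses: 12.8 µM single point, 1% DMSO / Incubation: 2 h at 37 °C / Detection: p-Nitrophenol epi absorbance / Evaluation: % inhibition relative to enzyme-containing and enzyme-free wells / Repeats: singlicate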
LEDGF integ inh – blocks HIV-1 LEDGF/p75-dependent DNA integration; TR-FRET IN-LEDGF/p75 DNA integration, Eu/Cy5; inhibition, % at 3.7 µM; 370,000 compounds, 0.64% hits; AID 743269;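 active means inhibition above the screen-wide mean plus 3 SD, cut at about 13% in these data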;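 further: signal is the Cy5 over europium emission ratio at 671 and 618 nm; 0% = plate median of compound wells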
mABHD4 FP – inhibits mouse alpha/beta hydrolase domain 4 | Q8VD66 | purified mABHD4, FP-Rh probe fluorescence polarization | inhibition, % at 8.92 µM | 370,000 compounds, 0.54% hits;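 active means inhibition exceeding the mean over every tested compound plus 3 SD, cut at about 30% in these data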;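 further: 0% = plate median of compound wells and 100% = S159A mutant with DMSO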
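Doses – 8.92 µM, single dose · Material – wild-type mouse ABHD4 protein · Replication – single well per compound (singlicate) · Measure – percent inhibition of probe binding, normalized to plate controls · Schedule – 45 min compound pre-incubation plus 60 min probe step, 25 °C · Detection – fluorescence polarization with parallel and perpendicular emission, 525/598 nm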
PRMT1 inh – PRMT1 (human) inhibition, primary screen; Q99873; recombinant PRMT1, activity-based probe fluorescence polarization; 370,000 compounds, 1.3% hits; AID 652257; inhibition, % at 2.79 µM;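 active means inhibition above about 21% made by adding two undisclosed values, limit read from the data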
Target sequence (Q99873 whole entry, looked up): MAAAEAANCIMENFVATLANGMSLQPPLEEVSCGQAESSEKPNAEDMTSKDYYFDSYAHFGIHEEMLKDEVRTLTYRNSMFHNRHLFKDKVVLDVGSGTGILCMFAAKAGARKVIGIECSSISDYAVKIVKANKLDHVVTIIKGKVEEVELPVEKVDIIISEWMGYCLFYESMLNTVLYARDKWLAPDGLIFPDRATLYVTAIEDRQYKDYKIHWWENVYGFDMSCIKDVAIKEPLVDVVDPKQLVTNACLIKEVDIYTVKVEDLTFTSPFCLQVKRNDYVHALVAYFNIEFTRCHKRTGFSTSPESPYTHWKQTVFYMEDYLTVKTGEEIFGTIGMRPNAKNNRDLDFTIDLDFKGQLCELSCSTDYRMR
HTRA1 inhibitor – inhibitors of human serine peptidase HTRA1; Q92743; recombinant HTRA1, FP-rhodamine activity-based probe, fluorescence polarization; inhibition, % at 5.96 µM; 340,000 compounds, 0.5% hits; in the data active means inhibition above about 36%;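 further: 0% = enzyme with DMSO and 100% = wells lacking enzyme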
Target sequence (Q92743 whole entry, looked up): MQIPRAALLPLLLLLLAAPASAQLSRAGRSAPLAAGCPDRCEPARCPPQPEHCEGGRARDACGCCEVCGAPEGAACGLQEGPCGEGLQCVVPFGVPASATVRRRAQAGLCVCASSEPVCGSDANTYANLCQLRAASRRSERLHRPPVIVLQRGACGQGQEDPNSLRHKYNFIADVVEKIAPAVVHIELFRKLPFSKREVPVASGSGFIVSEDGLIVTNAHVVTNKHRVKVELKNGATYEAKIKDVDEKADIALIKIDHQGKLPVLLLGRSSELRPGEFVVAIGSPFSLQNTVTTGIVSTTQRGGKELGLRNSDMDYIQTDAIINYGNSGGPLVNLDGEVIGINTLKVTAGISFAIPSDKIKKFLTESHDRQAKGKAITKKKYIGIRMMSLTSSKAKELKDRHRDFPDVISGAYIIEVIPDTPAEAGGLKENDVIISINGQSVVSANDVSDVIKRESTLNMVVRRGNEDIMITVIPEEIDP
* hit, by the source's call; . = no result given. Only part of the results is shown; the hit share may differ from the screen's.

The first four entries, ahead of the listing:
SMILES	MBD2 inh	rCAG binder	NPR2 activator	SIAE inh	TCR CD3 inh	TDP2 inh	LEDGF integ inh	mABHD4 FP	PRMT1 inh	HTRA1 inhibitor
CCn1c(/C(C#N)=N/O)nc2ccccc21	-5	-3	-3	2	-8	-3	-1	5	3	0
COc1ccc(OC)c(NC(=O)COC(=O)CCS(=O)(=O)c2ccc(Cl)cc2)c1	4	-1	-14	-4	4	-11	5	-9	-2	-4
O=C(CCNC(=O)c1ccc(Cl)cc1)Nc1cc(C(F)(F)F)ccc1N1CCOCC1	3	-1	-12	0	-1	12	-2	7	-3	-3
FC(F)(F)c1ccccc1Nc1nccs1	0	4	5	2	-8	-7	1	-6	9	7

The listing, previewed entries included:
SMILES	MBD2 inh	rCAG binder	NPR2 activator	SIAE inh	TCR CD3 inh	TDP2 inh	LEDGF integ inh	mABHD4 FP	PRMT1 inh	HTRA1 inhibitor
CCn1c(/C(C#N)=N/O)nc2ccccc21	-5	-3	-3	2	-8	-3	-1	5	3	0
COc1ccc(OC)c(NC(=O)COC(=O)CCS(=O)(=O)c2ccc(Cl)cc2)c1	4	-1	-14	-4	4	-11	5	-9	-2	-4
O=C(CCNC(=O)c1ccc(Cl)cc1)Nc1cc(C(F)(F)F)ccc1N1CCOCC1	3	-1	-12	0	-1	12	-2	7	-3	-3
FC(F)(F)c1ccccc1Nc1nccs1	0	4	5	2	-8	-7	1	-6	9	7
O=C(Nc1ccc(Cl)cc1F)c1cccc2ccccc12	-1	-1	-2	3	5	9	-2	-5	-1	-4
CC1=C([N+](=O)[O-])C(c2ccc3c(c2)OCO3)N(C)C(=O)N1C (centres undefined)	1	-1	3	-5	0	6	-5	-3	2	-5
C/C(=N\N=C(/N)SC1CC(=O)N(c2cccc(Cl)c2)C1=O)c1cccs1 (centres undefined)	-5	54*	-1	-11	-3	-2	2	-38	-1	-36
O=C(CN(Cc1ccco1)C(=O)CNS(=O)(=O)c1ccc(F)cc1)NCc1ccco1	3	1	3	7	5	3	-5	1	0	1
Cc1cccc(C)c1Nc1nnc(SCC(=O)c2ccc3c(c2)NC(=O)CO3)s1	-4	4	-4	-3	5	6	-2	2	-2	-8
Cc1ccc(Nc2n[nH]c(=S)s2)cc1C	-6	4	-1	7	4	-11	-3	2	6	5
Cc1ccc(N2C(=O)C3C4C=CC(CC4)C3C2=O)cc1Br (centres undefined)	-1	-2	1	-1	-4	-7	0	-2	1	2
COc1cc(/C=C/C(=O)OCC(=O)N(C)CC(=O)Nc2ccc(F)cc2)ccc1OC(F)F	-3	-3	-3	3	-8	-4	2	-7	-3	-7
COc1cccc(CN2CCC(C(=O)N3CCN(Cc4ccc5c(c4)OCO5)CC3)CC2)c1	4	-16	2	4	4	1	-2	9	1	-1
COc1ccccc1N(C1=NCCCS1)S(=O)(=O)c1ccc(C(C)(C)C)cc1	-1	-6	1	0	2	-14	-5	-1	4	-15
CCCCC(NC(=O)CCc1c(C)c2cc3c4c(oc3c(C)c2oc1=O)CCCC4)C(=O)O (centres undefined)	-1	23	4	-3	-10	-15	8	-13	-1	1
COCc1cc(N2CCOCC2)nc(-c2ccccc2)n1	2	-4	-2	-8	1	6	0	0	-1	-2
Cc1cc(Nc2ccccc2O)c2ccccc2n1	-4	0	3	0	10	8	-2	-1	3	.
Cc1cc(C)cc(N(C(=O)c2ccccn2)C(C(=O)NC2CCCCC2)c2cccs2)c1 (centres undefined)	-7	-9	-11	4	2	-15	3	4	0	-1
Cc1cc(N/N=C/c2ccccc2)nc(N2CCOCC2)n1	-8	-7	-2	-1	-3	7	0	-2	3	.
O=C(Nc1nc2ccccc2s1)c1cc(-c2ccco2)nc2ccccc12	4	20	3	-10	4	-2	5	-9	9	-42
CC(C)CCNC(=O)COc1ccc(C(=O)c2ccccc2)cc1	-2	-9	1	-3	7	7	2	1	-3	-3
CN1C(=O)[C@@]2(C3=C(CCCC3=O)OC3=C2C(=O)OC2(CCCCC2)C3)c2ccccc21	-3	2	7	6	6	7	-1	0	-1	.
O=C(O)c1cccc(NC2=C(Cl)C(=O)c3ccccc3C2=O)c1	-10	2	-1	2	2	0	1	11	8	7
COCCNC(=O)C1=NOC(Cn2cc(C#N)c(=O)n(C)c2=O)C1 (centres undefined)	0	-2	3	-1	-1	6	1	1	-2	-7
CCn1c(=S)sc2c(=O)n(CC(=O)Nc3ccccc3OC)c(C)nc21	-4	-1	6	8	-3	4	-4	5	-1	-2
Cc1ccc(NC(=O)Cn2cc(C(=O)C3CC3)c3ccccc32)c(C)c1	1	1	-1	-6	2	5	0	1	-4	0
Cn1c(=O)c2cc(NC(=O)CC(C)(C)C)ccc2n1-c1ccccc1F	2	-1	5	-4	2	-11	2	-7	-3	.
CCCn1c(N)c(N(CCOC)C(=O)c2ccc(S(=O)(=O)N3CCOCC3)cc2)c(=O)[nH]c1=O	-6	1	1	-3	7	0	2	4	-2	3
COc1ccc(/C=N/NC(=O)c2ccoc2C)cc1O	-4	0	-1	8	5	6	4	-11	-2	9
N#Cc1cccc(NC(=O)Nc2cccs2)c1	4	5	-3	10	-12	2	-1	-3	6	0
Cc1ccc(CS(=O)Cc2ccc(C(=O)N3CCN(c4ccc(F)cc4)CC3)o2)cc1 (centres undefined)	-6	-4	4	-2	2	-28	3	-8	-2	1
Cc1c(O)ccc(C(=O)COc2ccccc2F)c1O	-2	7	-1	-4	-6	-17	4	-35	0	-3
CCCC1C2CN(C(C)C)CC=C2C(C#N)=C(N)C1(C#N)C#N (centres undefined)	-10	-31	3	24*	11	-4	-2	13	70*	11
Cc1nn(-c2cccc3cccnc23)c(=O)c2ccccc12	-5	1	1	-2	5	-7	-4	-3	-1	3
CC(C)(C)c1cnnn1-c1cccc([N+](=O)[O-])c1	-3	-3	-2	8	11	7	-1	-6	-4	.
COc1cc(/C=N/NC(=O)c2cccnc2)ccc1OCC(=O)N1CCOCC1	-6	2	0	0	1	-12	-3	1	-4	1
CCCC1/C(=N/O)CC(c2ccccc2)NC1c1ccccc1 (centres undefined)	-2	-5	-2	-8	-1	-24	-1	-12	-2	-9
COc1ccc(NCC(O)Cn2cnc3c2c(=O)n(C)c(=O)n3C)cc1 (centres undefined)	2	4	5	3	-5	5	-4	1	2	-1
COc1ccc(N(C(=O)c2cccnc2)S(=O)(=O)c2ccc(F)cc2)cc1	3	-1	0	6	-8	11	0	-3	-1	7
CC(=O)Nc1cccc(NC(=O)CS(=O)(=O)c2cn(CC(=O)N3CCCC3)c3ccccc23)c1	-4	2	0	1	-1	8	0	2	2	-2
O=C(N/N=C/c1ccc([N+](=O)[O-])o1)C1CCCC1	-8	1	-2	7	5	-1	2	5	1	8
COc1ccc(/C=C/C(=O)NCC(=O)N/N=C/c2cc(Br)ccc2OCc2ccccc2)cc1	-4	1	-7	-8	2	15	1	-6	-2	16
Cc1cc(C(=O)NNC(=O)c2ccc(C)c([N+](=O)[O-])c2)c(C)o1	3	3	-1	-10	5	-22	6	2	-5	-1
O=C1NCCN1CCNc1nc(NCc2ccccc2)nc2ccsc12	2	0	-7	-1	-3	-6	2	-7	7	.
O=C(NCc1ccc2c(c1)OCO2)C(=O)NCC1OCCN1S(=O)(=O)c1ccc(F)cc1 (centres undefined)	3	1	3	-1	-4	0	-1	0	4	0
COc1ccc(S(=O)(=O)N(C)CC(=O)N2CCN(C)CC2)cc1Cl	10	-6	4	-1	-5	-1	-3	-15	5	4
COc1ccc(C(=O)Nc2ccccc2-c2nnn(CC(=O)NCc3ccco3)n2)cc1	-5	8	-1	-13	2	-4	1	-15	0	-13
CC(=O)Nc1ccc(S(=O)(=O)Nc2ccccc2C(=O)N2CCOCC2)cc1	6	-1	-2	10	-4	-12	-5	5	1	-2
COc1cccc(CN(C(=O)c2ccco2)C(C(=O)NC2CCCC2)c2cccnc2)c1 (centres undefined)	2	-1	-16	135*	-12	4	5	-4	3	0
CCOc1cc(/C=C(/C#N)C(=O)Nc2ccc(O)cc2)cc(Br)c1O	2	5	-6	-51	0	3	0	10	-7	27
CCC(C)NC(=O)CSC1=Nc2ccccc2C2=NC(CCC(=O)NCc3ccco3)C(=O)N12 (centres undefined)	-6	4	-8	1	-6	11	3	3	1	-2
COc1cc(CN2CCC(CO)(CCOc3ccccc3)CC2)cc(OC)c1	-1	-9	-22	3	-2	7	-3	0	2	4
O=C(NC(NCCCN1CCOCC1)(C(F)(F)F)C(F)(F)F)C1CCCCC1	1	-7	3	-1	9	-9	-1	-6	-3	0
Cc1nnsc1C(=O)N1CCN(c2ccc(F)cc2)CC1	6	0	8	-7	10	-24	4	-4	-4	2
Cc1ccsc1CN1CCN(c2ccccn2)CC1	-2	1	0	5	-3	0	2	9	2	1
O=C(NCC(c1ccco1)N1CCCCC1)c1cccc(S(=O)(=O)Nc2ccc(F)cc2)c1 (centres undefined)	-1	-2	1	-2	-1	-14	3	2	-10	-8
Cc1cc(C(=O)NCc2ccccc2)no1	0	3	3	-3	-2	4	-1	-3	0	4
CCc1cccc(CC)c1NC(=O)C[n+]1cccc(C(N)=O)c1	2	-2	0	2	9	-5	0	1	-1	-1
C/C(=N\Nc1ccc2nncn2n1)c1ccccn1	1	-1	1	0	0	-11	4	7	0	.
O=C(NCCCN1CCOCC1)c1cccc(S(=O)(=O)Nc2ccc(F)cc2)c1	5	-3	6	-4	-5	-6	-5	0	1	-9
Following part.
SMILES	MBD2 inh	rCAG binder	NPR2 activator	SIAE inh	TCR CD3 inh	TDP2 inh	LEDGF integ inh	mABHD4 FP	PRMT1 inh	HTRA1 inhibitor
C=CC(C)(C)c1c2occc2c(O)c2ccc(=O)oc12	-1	9	1	5	1	-2	-5	14	4	-3
CC(=O)Nc1ccc(S(=O)(=O)N2CCC(=O)Nc3ccccc32)cc1	3	0	4	0	1	11	2	-3	-2	-1
COc1ccc(-c2nnn(CC(=O)N(Cc3ccccc3Cl)C(C(=O)NCC3CCCO3)c3ccco3)n2)cc1 (centres undefined)	-1	12	-4	-7	-8	2	-1	2	-2	-3
CN(C(=O)Cc1c(C(=O)O)n(C)c2ccccc12)c1ccc(F)cc1	-3	3	5	4	8	3	2	-3	0	7
CCCCCc1ccc(C2=NNC(=O)CC2)cc1	5	-2	0	-8	-9	-6	-2	-13	2	9
Cc1cn([C@H]2C[C@H](O)[C@@H](CNC(=O)[C@H](N)Cc3cn(COCc4ccccc4)cn3)O2)c(=O)[nH]c1=O	3	0	-5	0	4	13	4	-2	1	-4
CCCNc1nc(C)nc2c1cnn2CCc1ccccc1	-1	-5	-1	-1	2	-12	-2	4	-1	0
COc1cccc(NC(=O)c2cc3ccccc3o/c2=N\O)c1	-10	16	-2	-30	-1	3	-1	5	4	-32
Nc1nc2c(C(=O)N3CCCC3)nnn2c2ccccc12	1	2	7	4	-6	2	0	5	3	.

Screening results: PubChem BioAssay, several laboratories
